EPAC1 antag: blocks human EPAC1 exchange factor; Potency, µM (series often up to 115 µM), for the others: at the highest dose activity change, negative = inhibition, most hits filed as inhibitors; AID 720709; EPAC1 GEF assay, Rap1b-BODIPY-GDP exchange fluorescence; O95398; hit rate 0.14% among 360,000;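 note: potency is the fitted concentration of half-maximal effect; plate controls were vehicle for no effect and positive control for full effect; nearly all actives have a fitted effect of over 50% in size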
Abeta yeast res: restores growth of yeast expressing A-beta42 peptide; yeast expressing A-beta42, growth rescue, OD600, 48 h; response scale: 0% DMSO, 100% iron-clioquinol control; Potency, µM (titrated, usually from 46.1 µM), for the others: top-dose growth rescue, usual class: activators; hit rate 0.063% among 410,000; AID 1347071; note: potency is the fitted concentration of half-maximal effect; nearly all actives have a fitted effect of over 55% in size
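Yeast growth medium received pinned compounds, then yeast cells expressing toxic A-beta were added; plates incubated at 30 C for 48 hr. Growth read as absorbance at 600 nm, normalized to DMSO and equimolar FeCl3 plus clioquinol controls.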
IL2 activator: activates IL-2 in a cell-based reporter assay | IL-2 activation reporter assay, cell-based qHTS; stimulated with anti-CD3/CD4/CD28 beads; in transgenic mouse T cells | activation, % (series mostly up to about 46 µM) | hit rate 0.065% among 360,000 | AID 652025; in the data active = activation above about 50%; inconclusive = mostly about 30% to 49%; note: 0% is about no effect
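Screening format: compound pinned onto unstimulated transgenic mouse T cells, 60 min incubation, then anti-CD3/anti-CD4/anti-CD28 bead stimulation for 18 hours at 37 degrees C, followed by EGFP and DsRed detection.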
FUS suppressor: rescues growth of FUS-expressing yeast; S. cerevisiae FUS-expressing, growth rescue, OD600, 24 h; Potency, µM (doses to about 76.6 µM), for inactives: top-dose growth rescue (activation), usual class: activators; hit rate 0.24% among 390,000;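 note: potency is the fitted concentration of half-maximal effect; plate controls were DMSO vehicle for no effect and reference control for full effect; nearly all actives have a fitted effect of over 55% in size; some results filed as inactive show a strong effect at the top dose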
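Cultures pregrown in 2.5% raffinose medium are shifted to minimal medium containing 2% galactose to express toxic FUS. Compounds are tested at several concentrations. After 24hr at 30C, growth is quantified at 600 nm absorbance.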
PI5P4K alpha inh: PI5P4K alpha (human) kinase inhibition; P48426; PI5P4Kalpha enzyme, ADP-Glo luminescence, 60 min; active compounds read low; max response, %; hit rate 1.2% among 330,000; active = max response of -50% or lower; inconclusive = between -30% and -50%; inactive = -30% or higher; note: value at the top dose of about 77 µM; % is set by controls: 0 for no effect and ±100 for the full control effect
Target sequence (P48426 whole entry, looked up): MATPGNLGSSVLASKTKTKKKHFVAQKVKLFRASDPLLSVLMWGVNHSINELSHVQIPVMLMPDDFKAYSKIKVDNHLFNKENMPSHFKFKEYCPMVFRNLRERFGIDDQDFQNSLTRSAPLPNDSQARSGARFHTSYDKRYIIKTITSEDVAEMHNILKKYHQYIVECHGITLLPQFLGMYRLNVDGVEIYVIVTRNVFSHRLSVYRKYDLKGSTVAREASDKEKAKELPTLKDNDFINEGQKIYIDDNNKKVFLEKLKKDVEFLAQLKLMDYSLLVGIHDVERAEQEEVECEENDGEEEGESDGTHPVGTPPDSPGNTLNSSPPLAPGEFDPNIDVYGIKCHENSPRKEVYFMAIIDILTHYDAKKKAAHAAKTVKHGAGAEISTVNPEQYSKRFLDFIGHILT
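PI5P4Kalpha ADP-Glo assay; 5 microM ATP final; 60 min RT reaction; HEPES pH 7.4/EGTA/CHAPS, 5% DMSO; controls lacking substrate or enzyme; luminescent end-point.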
PLK1 PBD inh: blocks phosphopeptide binding to human PLK1 polo-box domain. P53350. hit rate 2.8% among 360,000. Plk1 PBD binding of FITC phosphopeptide, fluorescence polarization. Potency, µM, for the others: max response, negative = inhibition, hits mostly inhibitors; note: potency is the fitted concentration of half-maximal effect; series mostly up to about 57 µM; % is set by controls: 0 for no effect and ±100 for the full control effect; nearly all actives have a fitted effect of over 65% in size
Target sequence (P53350 whole entry, looked up, the tested form may be a part): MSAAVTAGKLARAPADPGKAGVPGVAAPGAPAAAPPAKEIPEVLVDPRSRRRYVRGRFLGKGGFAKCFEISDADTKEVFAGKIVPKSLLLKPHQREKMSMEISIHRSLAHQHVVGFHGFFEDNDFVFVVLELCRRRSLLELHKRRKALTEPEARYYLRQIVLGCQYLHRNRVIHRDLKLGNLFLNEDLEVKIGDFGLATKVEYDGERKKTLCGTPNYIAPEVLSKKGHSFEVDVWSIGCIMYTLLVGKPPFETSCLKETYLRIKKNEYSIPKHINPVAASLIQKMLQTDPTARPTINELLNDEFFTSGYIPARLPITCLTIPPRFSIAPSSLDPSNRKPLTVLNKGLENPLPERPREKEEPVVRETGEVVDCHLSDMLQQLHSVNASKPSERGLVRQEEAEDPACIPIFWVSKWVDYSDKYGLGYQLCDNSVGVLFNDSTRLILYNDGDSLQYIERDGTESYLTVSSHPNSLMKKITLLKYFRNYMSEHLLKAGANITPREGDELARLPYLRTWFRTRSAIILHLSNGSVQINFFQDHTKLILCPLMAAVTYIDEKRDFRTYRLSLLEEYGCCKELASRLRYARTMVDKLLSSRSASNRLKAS
WRN helicase inh: blocks human WRN helicase; Potency, µM (top dose mostly 114 µM), for inactives: at the highest dose activity change, negative = inhibition, hits mostly inhibitors; hit rate 0.46% among 360,000; WRN helicase unwinding, fluorescent forked duplex, kinetic; note: potency is the fitted concentration of half-maximal effect; % is set by controls: 0 for no effect and ±100 for the full control effect; nearly all actives have a fitted effect of over 55% in size
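WRN at 20 nM final was preincubated with compound for 15 min at room temperature; reaction started with 100 nM forked duplex oligonucleotide carrying fluorophore and quencher plus 2 mM ATP (final). Unwinding followed kinetically by red fluorescence (ex 525/em 598 nm).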
EPAC1 agonist: EPAC1 (human) agonism; Potency, µM (doses to about 154 µM), for the others: at the highest dose activation, most hits filed as activators; AID 720707; O95398; hit rate 0.073% among 360,000; EPAC1 agonist qHTS, biochemical assay; response scale: 100% = response to 6.5 mM cAMP; note: potency is the fitted concentration of half-maximal effect; nearly all actives have a fitted effect of over 60% in size
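Fluorescent GDP-exchange assay: 100 nM EPAC1 with 250 nM Rap1B preloaded with BODIPY-GDP and 50 uM GDP; compounds tested as concentration series, 5 min at room temperature, then read every 5 min for 30 min (ex 480/em 540 nm); normalized to 6.5 mM cAMP.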
Starred values were filed as active, the others as inactive; ? = inconclusive; . = not tested or not shown; [ ] = dose if it differs, or a comment. Unless noted, calls come from the whole dose curve; as a rule, active = well fitted curve in the direction sought with a large enough effect; inconclusive = small, poorly fitted or top-dose-only effect, or another doubt; inactive = no such curve, though single readings can be large; an effect the other way counts as inactive or inconclusive.

Molecule | EPAC1 antag | FUS suppressor | PLK1 PBD inh | IL2 activator | Abeta yeast res | WRN helicase inh | EPAC1 agonist | PI5P4K alpha inh
CCOCCCNC(=O)c1c[nH]c2c(CC)cccc2c1=O | -6% | 3% | -3% | -0.3 | 3% | -6% | 7% | 9
COc1ccccc1CC(=O)Nc1cccc2ccccc12 | 3% | -2% | -1% | 2.8 | 11% | -6% | -9% | -9
C=CCNc1ncnc2c1ncn2[C@H]1CN(Cc2ccco2)C[C@@H](CO)O1 | -11% | -15% | 5% | -0.1 | -10% | 6% | -2% | -1
Cc1c(C(=O)Nc2cccc(S(=O)(=O)N3CCCC3)c2)oc2ccccc12 | 19% | -4% | ? | -2.0 | 4% | -3% | -8% | -2
CCCCN(Cc1ccccc1)C(=O)C1CCN(S(=O)(=O)c2c(C)noc2C)CC1 | -6% | 34% | -8% | -1.4 | -34%[inhibitor] | 3% | 5% | .
COc1cc(C(c2c(C)[nH][nH]c2=O)c2c(C)[nH][nH]c2=O)cc(Cl)c1O | -26% | -17% | -1% | -0.7 | 6% | 4% | -1% | -9
CCCCn1cnc2c(c(CC#N)nn2-c2ccccc2)c1=N | -6% | . | -8% | -4.7 | 5% | -17% | 3% | -1
COC(=O)c1ccc(NC(=O)CCN2C(=O)NC(C)(C)C2=O)cc1 | 8% | -4% | 4% | 1.4 | 4% | 11% | 8% | 2
COc1ccccc1N1CCN(C(=O)c2c(C)cc(=O)oc2C)CC1 | -1% | 5% | -5% | 0.3 | 26% | 10% | 21% | 1
CCOC(=O)C1=C(C)NC2=C(C(=O)C(C(=O)OCC)C(c3ccco3)C2)C1c1ccccn1 (stereo not given) | -5% | 0% | -3% | -2.3 | 3% | -16% | 4% | 0
COc1ccc(NC(=O)CSc2nnnn2C2CCCCC2)cc1 | 1% | 8% | -11% | 0.4 | 8% | 8% | 4% | -1
CCCc1ccc(OC(=O)c2cccs2)cc1 | 1% | 4% | -8% | -3.7 | -5% | -2% | 12% | .
Cc1ccc2c(C)c(C(=O)N3CCN(Cc4ccccn4)CC3)oc2c1C | 19% | 8% | -4% | -2.0 | 19% | -2% | 2% | 0
CC(C)C(C(=O)Nc1nccs1)N1C(=O)c2ccccc2C1=O (stereo not given) | 7% | 25% | 21µM* | -1.3 | 3% | 5% | -17% | -12
Cc1cccc(CCNS(=O)(=O)c2ccc3c(c2)NC(=O)CO3)c1 | -7% | -14% | -8% | -0.4 | 18% | -3% | 0% | 1
CNC(=O)C(=O)Nc1ccc2c(c1)N(S(=O)(=O)c1cccs1)CCC2 | 14% | -7% | -1% | -1.6 | -4% | 5% | -1% | 0
COc1cc(OC)cc(C(=O)NC(C(=O)NNC(=O)c2cc(Cl)ccc2OC)C(C)C)c1 (stereo not given) | -2% | -20% | -3% | 0.7 | -31% | -5% | 9% | 2
O=C(Nc1cccc(-c2nc3ccccc3s2)c1)c1cc(-n2cnnc2)ccc1Cl | -27% | ? | -20% | -3.9 | 3% | 3% | -8% | -12
Cc1cc2ncc(-c3ncc(C(F)(F)F)cc3Cl)cn2n1 | 12% | 5% | -8% | -1.1 | -24% | -5% | -5% | .
COc1ccc(C(C)=O)cc1COC(=O)c1cc(=O)c2ccccc2o1 | -7% | 9% | ? | -0.2 | -7% | -19% | 3% | 10
CC(OC(=O)c1ccc2c(=O)n3c(nc2c1)CCC3)C(=O)Nc1ccc(C(N)=O)cc1 (stereo not given) | -11% | 35% | 0% | 0.6 | -11% | -4% | 12% | -2
N/C(=N\OC(=O)CN1C(=O)c2ccccc2C1=O)c1ccc(Cl)cc1 | 1% | -24% | -4% | -0.1 | 8% | -10% | -2% | -3
O=C(NC(=S)Nc1ccccc1N1CCCC1)c1ccccc1[N+](=O)[O-] | -5% | 7% | 3% | 0.5 | 9% | -18%[57.1 µM] | 8% | -1
C/C(CC(=O)Nc1cc(Cl)ccc1C)=N\NC(=O)C(=O)N1CCCC1 | 4% | -7% | -14% | -0.4 | -1% | 3% | -1% | -7
Cc1ccc2nc3sc(C(=O)Nc4c(C)[nH]c(=O)[nH]c4=O)c(N)c3cc2c1 | -3% | . | -8% | 2.0 | 4% | -32% | -15% | -28
CC1=C(C(N)=O)C(c2ccco2)C(C(N)=O)=C(C)N1 | 0% | 9% | -4% | 1.9 | 9% | -1% | 0% | 14
COCCCNc1nc2c(c(=O)[nH]c(=O)n2C)n1CCCc1ccccc1 | 0% | 2% | 1% | 0.4 | 24% | -2% | 0% | 3
CCc1nc2ccccc2c(C(=O)OCC(=O)NCc2ccc3c(c2)OCO3)c1C | -26% | 13% | 2% | 0.9 | -13% | -13% | 3% | -6
CCOC(=O)c1nn(-c2ccc(F)cc2)cc1O | 9% | -3% | 2% | -2.9 | -13% | 2% | -3% | -3
CCN(C(=O)c1cc(Cl)ccc1OC)C1CCCCC1 | -2% | 22% | 2% | -3.5 | 6% | -7% | -3% | 8
COc1ccccc1OCc1nc(C#N)c(N2CC(C)CC(C)C2)o1 (stereo not given) | -1% | 9% | -7% | -3.0 | -20% | -7% | 6% | 6
CCOc1cc(C2C(C(=O)N3CCCCC3)=C(C)NC3=C2C(=O)CCC3)cc(Br)c1O (stereo not given) | -5% | -11% | -7% | 0.8 | 9% | -3% | 4% | .
COc1cc(C(=O)NCc2nnc(SCC(=O)NCCc3ccccc3)o2)cc(OC)c1OC | 9% | -9% | -17% | -2.8 | 4% | -1% | 2% | 3
O=C1NCCCC1C(=O)N1CCN(C(=O)c2ccco2)CC1 (stereo not given) | 11% | -6% | -3% | -0.7 | 14% | -3% | -3% | .
Cc1ccc([N+](=O)[O-])cc1NC(=O)C(C)N1CCCCC1 (stereo not given) | 10% | -11% | -14% | -2.9 | -13% | -2% | 2% | -1
O=c1c2ccccc2nnn1Cc1ccc(Br)cc1 | -3% | 6% | -9% | -1.2 | 17% | -9% | 10% | 6
CCCCN(C(=O)CSc1cc(C)c2ccccc2n1)c1c(N)n(Cc2ccccc2)c(=O)[nH]c1=O | -9% | ? | ? | -4.7 | -18% | -1% | -21% | 0
COC(=O)[C@@]1(Cc2ccc(OC)cc2)[C@H]2c3cc(C(=O)N4CCCC4)n(Cc4ccc(C)c(F)c4F)c3C[C@H]2CN1C(=O)c1ccccc1 | 1% | ? | -10% | -0.8 | 5% | -7% | -4% | 3
COc1ccccc1OCCNC(=O)CCNS(=O)(=O)c1ccc(C)cc1 | 1% | -2% | 1% | -5.7 | -5% | 1% | -1% | -2
CCOC(=O)C(C(=O)OCC)N(C#N)c1nc(OC)nc(N(C)C)n1 | 11% | -3% | -13% | 1.6 | 3% | -2% | 2% | -2

Full records, quoted from the list. Values in the order: EPAC1 antag	FUS suppressor	PLK1 PBD inh	IL2 activator	Abeta yeast res	WRN helicase inh	EPAC1 agonist	PI5P4K alpha inh
`N/C(=N\OC(=O)CN1C(=O)c2ccccc2C1=O)c1ccc(Cl)cc1` as listed: 1%	-24%	-4%	-0.1	8%	-10%	-2%	-3
`CNC(=O)C(=O)Nc1ccc2c(c1)N(S(=O)(=O)c1cccs1)CCC2` as listed: 14%	-7%	-1%	-1.6	-4%	5%	-1%	0

Next part.
Molecule | EPAC1 antag | FUS suppressor | PLK1 PBD inh | IL2 activator | Abeta yeast res | WRN helicase inh | EPAC1 agonist | PI5P4K alpha inh
O=C(Cn1cnc([N+](=O)[O-])n1)N/N=C/c1ccc(O)cc1O | -10% | -22% | -9% | -1.0 | -13% | 13% | -6% | -5
COc1cccc(-c2nnn(CC(=O)N3CCC(C)CC3)n2)c1 | -19% | -4% | -7% | -0.9 | -4% | -3% | 10% | -2
O=C(NC1CCCCC1)c1ccccc1NC(=S)NC(=O)C1CC1 | -17% | . | -5% | -0.1 | 2% | -20% | 3% | 1
Cc1cccc(C(=O)Nc2cccc(C(=O)N/N=C/c3cccc(C)n3)c2)c1 | ? | -5% | -11% | 1.8 | -7% | -12%[57.1 µM] | 9% | 0
CC(=O)Oc1ccccc1C1C[C@]2(C)CC(=O)NC2N1C(C)=O (stereo not given in full) | -1% | -19% | -8% | -0.4 | -7% | 2% | 11% | 0
CCOc1ccc(S(=O)(=O)Nc2nc3ccccc3nc2N2CCN(C)CC2)cc1 | -11% | -16% | -1% | -0.1 | -8% | -4% | 2% | 2
COc1cccc(-c2cc(C(=O)N/N=C/c3ccc(OC)c(COC(C)=O)c3)c3ccccc3n2)c1 | 8% | 19% | 30µM* | -2.6 | 19% | 1% | 3% | 3
Cc1ccc(S(=O)(=O)N2[C@@H](c3ccc4c(c3)OCO4)C(C(=O)O)=C[C@H]2C(C)(C)C)cc1 | -9% | 25% | -4% | -0.2 | 5% | -5% | -11% | 2
Cc1cccc(C)c1OCC(=O)OCC(=O)Nc1ccc(Cl)cn1 | -6% | . | 3% | -3.1 | ? | -8% | -5% | -3
COc1cccc(-n2nc3c(=S)[nH]nc(C)c3c2C)c1 | 18% | . | -6% | -3.7 | 0% | -35% | -6% | 3
O=C1c2ccccc2C(c2nnnn2Cc2ccccc2)N1Cc1ccc(F)cc1 (stereo not given) | -5% | 5% | 4% | -0.8 | 13% | -5% | -2% | 3
CCOCCCNC(=S)N1C2CCC1CC(NC(=O)NC1CCCCC1)C2 (stereo not given) | 12% | -7% | -5% | -0.4 | 8% | -6% | 8% | .
COc1ccc(C(=O)Nc2ccc(NC(=O)C3CCCCC3)nc2)cc1 | 6% | -16% | 1% | -0.7 | -5% | -12% | -3% | 2
O=C(O)CC(NC(=O)OCc1ccccc1)c1ccc(Br)cc1 (stereo not given) | 9% | 14% | 0% | 1.0 | 18% | 1% | -1% | 2
NS(=O)(=O)c1ccc(NC(=S)NCc2ccc3c(c2)OCO3)cc1 | -11% | -10% | 21µM* | -2.7 | -19% | -6% | -16% | 2
CC(C)(C)n1cnc2cc(NC(=O)c3ccco3)ccc21 | 1% | 17% | -9% | 0.4 | 5% | 3% | 7% | -10
COc1ccc(C2C(C#N)=C(N)OC3=C2C(=O)CCC3)cc1OC (stereo not given) | 8% | 29% | -10% | 0.8 | -7% | -6% | -3% | -4

Compound activity as filed in PubChem.
